ULK1 inh – human ULK1 kinase inhibition, primary screen. 1.9% of 30,000 active. AID 1259251. AlphaScreen Atg13 phosphorylation by ULK1, luminescence. inhibition, % at 5.96 µM; in the data active = inhibition above about 43%;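 also: 0% = median of compound wells and 100% = no enzyme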
ASK1 inh – inhibitors of human ASK1 kinase; AlphaScreen MKK6 phosphorylation by ASK1, luminescence; inhibition, % at 7.44 µM; AID 1159602; 0.99% of 22,000 active; in the data active = inhibition above about 35%;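 also: 0% = median of compound wells and 100% = no enzyme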
Target sequence (Q99683 whole entry, looked up): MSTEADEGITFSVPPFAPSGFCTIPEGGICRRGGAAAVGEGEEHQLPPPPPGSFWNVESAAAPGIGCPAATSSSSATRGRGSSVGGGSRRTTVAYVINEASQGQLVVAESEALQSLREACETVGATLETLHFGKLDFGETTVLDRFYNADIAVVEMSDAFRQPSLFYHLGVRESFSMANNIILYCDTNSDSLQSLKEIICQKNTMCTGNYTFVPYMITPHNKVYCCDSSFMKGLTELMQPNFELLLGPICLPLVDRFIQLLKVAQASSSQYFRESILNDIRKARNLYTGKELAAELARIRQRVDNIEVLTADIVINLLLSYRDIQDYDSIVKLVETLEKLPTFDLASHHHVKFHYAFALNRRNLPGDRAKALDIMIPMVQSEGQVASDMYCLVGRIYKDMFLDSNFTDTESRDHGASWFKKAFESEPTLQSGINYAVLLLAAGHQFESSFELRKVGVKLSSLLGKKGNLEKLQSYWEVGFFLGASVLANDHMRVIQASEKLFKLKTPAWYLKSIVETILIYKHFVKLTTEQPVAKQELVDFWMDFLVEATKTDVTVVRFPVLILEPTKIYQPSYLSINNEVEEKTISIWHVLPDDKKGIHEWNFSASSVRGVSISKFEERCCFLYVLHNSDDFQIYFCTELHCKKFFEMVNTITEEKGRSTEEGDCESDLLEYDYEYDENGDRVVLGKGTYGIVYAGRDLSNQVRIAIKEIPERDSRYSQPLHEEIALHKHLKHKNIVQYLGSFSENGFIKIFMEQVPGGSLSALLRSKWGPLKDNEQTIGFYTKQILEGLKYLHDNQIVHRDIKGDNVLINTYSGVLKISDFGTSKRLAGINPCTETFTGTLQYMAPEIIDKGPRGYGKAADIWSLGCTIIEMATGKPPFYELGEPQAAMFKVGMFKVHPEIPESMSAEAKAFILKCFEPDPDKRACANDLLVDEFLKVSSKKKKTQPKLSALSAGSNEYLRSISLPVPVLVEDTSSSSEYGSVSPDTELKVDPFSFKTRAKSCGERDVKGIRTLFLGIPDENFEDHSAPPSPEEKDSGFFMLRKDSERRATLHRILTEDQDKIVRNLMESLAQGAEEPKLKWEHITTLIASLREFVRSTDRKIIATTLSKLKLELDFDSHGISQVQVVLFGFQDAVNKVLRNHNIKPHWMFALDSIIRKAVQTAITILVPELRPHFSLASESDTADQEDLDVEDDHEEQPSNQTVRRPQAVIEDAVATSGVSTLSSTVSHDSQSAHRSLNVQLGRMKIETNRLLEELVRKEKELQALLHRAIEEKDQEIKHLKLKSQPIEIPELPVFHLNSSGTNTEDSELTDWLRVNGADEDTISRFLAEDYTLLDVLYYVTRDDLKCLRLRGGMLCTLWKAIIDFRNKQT
The depositor's hits bear a star; . = no result given. Hits appear at their usual frequency; overall some 2.4% were active at least once.

SMILES	ULK1 inh	ASK1 inh
O=C1[C@H]2CCCC[C@H]2C(=O)N1CCCCN1CCN(c2nsc3ccccc23)CC1	-3	.
CCCNc1ccnc(NC2CCC(O)CC2)n1 (centres undefined)	-6	-27
COc1cc(C(=O)Nc2nnc(C)s2)cc(OC)c1OC	0	.
c1ccc(OCCNc2cc(Nc3nccc4ccccc34)ncn2)cc1	-24	-3
CC(C)(C)c1ccc(C(=O)NNC(=S)NC(=O)c2cccnc2)cc1	-10	.
CC(C)n1cnc2c(NC3CCN(Cc4ccccc4)CC3)nc(N3CCN(Cc4ccc5c(c4)OCO5)CC3)nc21	-15	34
Cc1cnc(-c2ccc(C(=O)NC3CC3)cc2)nc1NCCCN1CCCC1=O	5	-7
CC(C)n1cnc2c(NCCc3ccc(O)cc3)nc(-c3ccccc3)nc21	-41	-1
CC(C)n1cnc2c(Nc3ccc4c(c3)OCO4)nc(Nc3ccccc3)nc21	0	21
CCCNc1nc(Nc2ccccc2)ncc1C	10	3
CCCNc1ncnc2nc(Nc3ccccc3)[nH]c12	9	1
Cc1cnc(-c2csc3ccccc23)nc1NCCOc1ccccc1	-25	-7
Cc1ccc(S(=O)(=O)n2ncc3cc(Nc4ccccc4)cnc32)cc1	-20	-42
CCN(CC)C(=O)CN(c1ccc(C(C)C)cc1)S(C)(=O)=O	2	.
O=C(NCCN1CCOCC1)c1ccc2nc(NCc3ccc4c(c3)OCO4)sc2c1	5	0
O=C(Nc1cc(-c2ccccc2)ccn1)c1ccc(Nc2cc(-c3ccccc3)ccn2)cc1	-9	-24
COC(=O)c1ccccc1Nc1ccnc(NC(=O)Cc2ccc(F)cc2)c1	7	-20
c1cncc(CNc2nc(Nc3ccncc3)nc3nc[nH]c23)c1	16	-23
O=C(NCCN1CCOCC1)c1cccc(N2CCCC2CO)n1 (centres undefined)	8	-11
COc1cc(NC(=O)c2cnc(N3CCN(Cc4ccc5c(c4)OCO5)CC3)s2)cc(OC)c1OC	-4	11
Cc1cnc(Nc2ccc(N3CCOCC3)cc2)nc1Nc1ccccc1	30	15
c1cncc(CNc2nc(NCc3cccnc3)c3ncn(-c4ccsc4)c3n2)c1	14	0
C=C1CC[C@H](O)C/C1=C/C=C1\CCC[C@]2(C)[C@@H]([C@H](C)CCCC(C)(C)O)CC[C@@H]12	7	.
COCc1cc(C)nc(OCC(=O)N/N=C/c2ccc(-c3cccc(Cl)c3)o2)c1C#N	9	.

Full records, looked up by structure.
c1cncc(CNc2nc(NCc3cccnc3)c3ncn(-c4ccsc4)c3n2)c1 in the list: ULK1 inh: 14; ASK1 inh: 0
CCN(CC)C(=O)CN(c1ccc(C(C)C)cc1)S(C)(=O)=O in the list: ULK1 inh: 2; ASK1 inh: .

Next part:
SMILES	ULK1 inh	ASK1 inh
N#CCC(=O)Nc1ccc(C(=O)O)cc1	6	.
N#Cc1cc(-c2ccnc(Nc3ccccn3)n2)cc(N2CCOCC2)c1	-3	2
CC(=O)Nc1ccc(Nc2nc(NC3CCN(Cc4ccccc4)CC3)nc3c2ncn3C(C)C)cc1	25	-5
O=C(Nc1ccc2c(c1)OCO2)c1cc(NC2CCC(O)CC2)nc2ccccc12 (centres undefined)	1	-10
Cc1ncn(-c2ccc(Nc3ncc4cccc(-c5ccc(S(C)(=O)=O)cc5)c4n3)cc2)n1	3	-3
COC(=O)c1ccc2c(c1)CC(c1nc3ccc(-c4ccnc(N)n4)cc3o1)CO2 (centres undefined)	1	7
N[C@H](Cc1ccc(Br)cc1)C(=O)N1CCC(Nc2ccc3cnccc3c2)CC1	-3	1
COc1ccc(/C=N/NC(=O)C(=O)NC(C)(C)C)cc1	5	.
O=C(Cc1cn(-c2ccc(NCc3cccnc3)nn2)c2ccccc12)NCc1ccccc1	11	-5
COc1nc(N)nc(-c2cccc(C(C)=O)c2)n1	1	1
COC(=O)c1ccc2c(c1)CC(c1nc3c(F)cc(-c4ccnc(N)n4)cc3[nH]1)CO2 (centres undefined)	-10	29
C1CNCCN1	-7	.
COc1ccc2c(c1)C[C@H](C(=O)Nc1ccc(-c3cn[nH]c3C)cc1OCCN1CCOCC1)NC2	7	1
CCCNc1nc(NCc2cccnc2)nc2c1ncn2Cc1ccc(C(F)(F)F)cc1	-9	-11
CCN(CC)C(=O)C1CCCN(c2nc(NC3CCN(Cc4ccccc4)CC3)c3ncn(Cc4ccc(C(F)(F)F)cc4)c3n2)C1 (centres undefined)	-15	18
CCN(CC)c1nc(NCc2nc3ccccc3[nH]2)nc(Nc2cnccn2)n1	9	1
CC(=O)Nc1ccc(Nc2nc(-c3ccccc3)nc3c2ncn3C(C)C)cc1	31	-16
CCN(C)C(=O)Oc1cccc([C@H](C)N(C)C)c1	-23	.
CCOC(=O)c1cccc(NC(=O)COc2ccc(Br)c(C)c2)c1	-7	.
O=C(O)c1cccc(-n2ncc3ccc(-c4nn[nH]n4)cc32)c1	-1	-11
O=C1CCCN1CCCNc1ccnc(Cl)n1	1	-3
Cn1c(=O)cc(N2CCOCC2)n(Cc2cccc(C(F)(F)F)c2)c1=O	6	.
Nc1cccc(-c2nc3ccc(C(=O)NCCCN4CCCC4=O)cc3s2)c1	1	13
c1ccc(CNc2nc(NCc3cccnc3)nc3nc[nH]c23)cc1	-6	-10
O=C(Nc1ccc(N2CCOCC2)cc1)c1csc(-c2ccc(N3CCOCC3)nc2)n1	4	4
c1cnc(Nc2nccc(NC3CC3)n2)nc1	-2	-22
O=C(Cc1cccs1)Nc1ccc2sccc2c1	-6	.
CCCNC(=O)c1cc(N2CCN(c3ccccn3)CC2)nc2ccccc12	-8	-21
FC(F)(F)c1ccc(Nc2cc(NC3CC3)ncn2)cc1	-12	-3
CC(C)n1cnc2c(NCCN3CCOCC3)nc(Nc3cccc(N(C)C)c3)nc21	1	5
COc1cc(Nc2nc(NCCN(C(C)C)C(C)C)c3ncn(C4CCCCC4)c3n2)cc(OC)c1OC	-3	-4
O=C(Cc1cn(-c2ccc(N3CCN(Cc4ccc5c(c4)OCO5)CC3)nn2)c2ccccc12)Nc1ccc2c(c1)OCO2	23	21
Cc1cnc(NC2CCN(Cc3ccccc3)CC2)nc1Nc1ccc(N2CCOCC2)cc1	8	7
Cc1cnc(-c2c(C)nn(C)c2C)nc1NCc1cccc(C(F)(F)F)c1	-4	-8
COc1ccc(CCNc2cc(-c3ccc(C(=O)NC4CC4)cc3)nc(N)n2)cc1	-6	-5
COc1cc(Nc2ncnc3c2nc(-c2ccc(N4CCOCC4)nc2)n3C(C)C)cc(OC)c1OC	-5	11

Remaining list, next part:
Values run as follows: ULK1 inh | ASK1 inh
CC(=O)c1cccc(-c2cc(N)ncn2)c1
    -6 | -24
CC(C)Cn1cc(-c2ccc(Nc3nccc(-c4cncc(N5CCOCC5)c4)n3)cc2)cn1
    -11 | 1
CN(C)c1cccc(Nc2ncc(C(=O)NC3CC3)s2)c1
    8 | 12
CCN(CC)C(=O)C1CCCN(c2nc(Nc3ccc(Oc4ccccc4)cc3)c3ncn(Cc4ccc(C(F)(F)F)cc4)c3n2)C1 (centres undefined)
    9 | 27
FC(F)(F)c1ccc(Cn2cnc3c(NC4CC4)nc(NCc4ccc5c(c4)OCO5)nc32)cc1
    -15 | -7
Cc1cc(NC2CCN(Cc3ccccc3)CC2)nc(NCc2ccc3c(c2)OCO3)n1
    -8 | 5
OC1CCC(Nc2nc(NCCN3CCOCC3)c3ncn(Cc4ccc(C(F)(F)F)cc4)c3n2)CC1 (centres undefined)
    -34 | -1
COC(=O)Cn1cc(/C=C(/C#N)C(=O)N2CCOCC2)c2ccccc21
    -8 | .
CC(C)N(CCNc1nc(Nc2nccc3ccccc23)nc2c1ncn2-c1ccsc1)C(C)C
    5 | 1
COc1cc(NC(=O)c2cnc(N3CCCC3CO)s2)cc(OC)c1OC (centres undefined)
    -2 | -9
CCCNC(=O)N(C)Cc1ccccc1
    -5 | .
CC(=O)Nc1ccc(Nc2nc(N3CCN(Cc4ccc5c(c4)OCO5)CC3)nc3c2ncn3CCN2CCCC2=O)cc1
    -4 | 2
O=C1N=C2SCCN2C(=O)C1Cc1ccc(Cl)cc1 (centres undefined)
    -10 | .
CC(=O)Nc1ccc(NC(=O)c2cccc(Nc3ccc4ncccc4c3)c2)cc1
    25 | -19
CCc1nnc(NC(=O)c2ccccc2I)s1
    -2 | .
O=C(NCCN1CCOCC1)c1cccc(-n2cc(NS(=O)(=O)Cc3ccccc3)cn2)c1
    -17 | -7
CCCCOC(=O)c1ccc(Nc2ccncc2C(=O)N(C)C)cc1
    2 | 9
COc1ccc(-c2cc(C(=O)Nc3ccc(Oc4ccccc4)cc3)ccn2)cc1
    -7 | -16
Oc1ccc(CCNc2ncnc3nc(Nc4ccc(N5CCOCC5)cc4)[nH]c23)cc1
    3 | 10
CC(=O)c1ccc(NC(=O)c2cc([N+](=O)[O-])cc([N+](=O)[O-])c2)cc1
    2 | .
COc1ccc(CCNc2nc(-c3ccc(OC)nc3)nc3c2ncn3-c2ccsc2)cc1
    -5 | -21
CCC1C(c2ccccc2)=CCC(C(=O)O)C1C (centres undefined)
    8 | .
CC(=O)Nc1ccc(-c2cnc3cccc(Nc4ccccn4)c3c2)cc1
    17 | -14
Cc1ccc(C(=O)Nc2ccc(C)c(Nc3nccc(-c4cncc(N5CCOCC5)c4)n3)c2)cc1
    -3 | 15
Nc1nccc(-c2ccc3nc(C4COc5ccc(C(=O)NC6CC6)cc5C4)[nH]c3c2)n1 (centres undefined)
    5 | 25
Cc1noc(C)c1-c1cccc(C(=O)NC2CC2)c1
    2 | 3
Oc1ccc(CCNc2cc(Nc3ccncn3)ncn2)cc1
    22 | 7
COc1ccc(/C=C/C(=O)NC(=S)NNC(=O)Cc2cccs2)cc1OC
    1 | .
Cc1cnc(NC2CCC(O)CC2)nc1NC1CCN(Cc2ccccc2)CC1 (centres undefined)
    5 | -4
CCNc1cc(Nc2ccc3c(c2)OCO3)nc(N)n1
    -1 | 10

Next section (7 carried over from the part before).
Values run as follows: ULK1 inh | ASK1 inh
Cc1ccc(C(=O)Nc2ccc(C)c(Nc3nccc(-c4cncc(N5CCOCC5)c4)n3)c2)cc1
    -3 | 15
Nc1nccc(-c2ccc3nc(C4COc5ccc(C(=O)NC6CC6)cc5C4)[nH]c3c2)n1 (centres undefined)
    5 | 25
Cc1noc(C)c1-c1cccc(C(=O)NC2CC2)c1
    2 | 3
Oc1ccc(CCNc2cc(Nc3ccncn3)ncn2)cc1
    22 | 7
COc1ccc(/C=C/C(=O)NC(=S)NNC(=O)Cc2cccs2)cc1OC
    1 | .
Cc1cnc(NC2CCC(O)CC2)nc1NC1CCN(Cc2ccccc2)CC1 (centres undefined)
    5 | -4
CCNc1cc(Nc2ccc3c(c2)OCO3)nc(N)n1
    -1 | 10
c1cncc(-c2nc(NCCCN3CCOCC3)cc(-c3ccncc3)n2)c1
    9 | .
COc1ccccc1CCNC(=O)c1ccc2c(c1)CC(c1nc3ccc(-c4ccnc(N)n4)cc3[nH]1)CO2 (centres undefined)
    -10 | -2
c1ccc(CN2CCC(Nc3ncnc4nc(-c5csc6ccccc56)[nH]c34)CC2)cc1
    -18 | -9
CCNc1nc2ccc(C(=O)Nc3ccccc3)cc2s1
    0 | -3
O=C(O)C1CCN(C2CCN(CCc3ccccc3)CC2)CC1
    10 | .
CC(=O)NNC(=O)c1sc2ccccc2c1Cl
    -9 | .
c1ccc(Nc2nc(Nc3ccc(N4CCOCC4)cc3)c3ncn(C4CCCCC4)c3n2)nc1
    -6 | 1
Nc1nc(NCCOc2ccccc2)cc(Nc2ccccc2)n1
    5 | -14
c1cc(Nc2nc3ncnc(NCCN4CCOCC4)c3[nH]2)ncn1
    14 | -1
Cc1nn(C)c(C)c1-c1nc(Nc2ccc(Oc3ccccc3)cc2)c2ncn(C(C)C)c2n1
    -8 | 12
CCN(CC)c1nc(Nc2ccc(NC(C)=O)cc2)nc(Nc2ccncn2)n1
    10 | 5
COc1ccc2c(c1)CC(C(=O)Nc1ccc(-c3cn[nH]c3)cc1N(C)CCN1CCOCC1)CO2 (centres undefined)
    -8 | -18
O=C(NC1CC1)c1csc(Nc2ccccn2)n1
    2 | 9
CC(C)n1cnc2c(NCc3ccccc3)nc(N3CCC(N4CCOCC4)CC3)nc21
    7 | -2
NC(=O)c1ccc(-c2nc(NCCO)c3[nH]cnc3n2)cc1
    -7 | 9
CC(=O)Nc1ccc(Nc2nc(NCCN3CCOCC3)nc3c2ncn3CCN2CCCC2=O)cc1
    2 | -9
Oc1ccc(CCNc2nc(Nc3ccc(C(F)(F)F)cc3)nc3c2ncn3-c2ccsc2)cc1
    -53 | -10
CCCNc1cc(C)nc(N2CCCC(C(=O)N(CC)CC)C2)n1 (centres undefined)
    1 | -1
CC(C)n1cnc2c(NCc3nc4ccccc4[nH]3)nc(-c3ccc(N4CCOCC4)nc3)nc21
    27 | -14
CC[C@@H](C(=O)[C@@H](C)[C@@H](O)[C@H](C)[C@@H]1O[C@@H]([C@@H](CC)C(=O)O)CC[C@@H]1C)[C@H]1O[C@]2(C=C[C@@H](O)[C@]3(CC[C@@](C)([C@H]4CC[C@](O)(CC)[C@H](C)O4)O3)O2)[C@H](C)C[C@@H]1C
    -4 | .
Cc1ncn(-c2ccc(Nc3ncc4ccnc(-c5cn[nH]c5)c4n3)cc2)n1
    11 | 8
CCOc1ccc(C(=O)Nc2ccc3c(c2)CC(=O)N3C)cc1
    2 | .
N[C@H](C(=O)NCc1nc(-c2ccncc2)n[nH]1)c1ccccc1
    6 | -5
COc1ccc(CCNC(=O)c2ccc3nc(-c4csc5ccccc45)sc3c2)cc1
    -1 | 21
Nc1ccc(C(=O)O)c(O)c1
    1 | .
Nc1cccc(-c2nc(N)c3[nH]cnc3n2)c1
    1 | 11

Compound activity as filed in PubChem BioAssay.
